ROMK primary: modulators of human ROMK potassium channel. P48048. Tet-inducible ROMK, thallium flux fluorescence; actives lie on both sides. B-score at 10 µM. 130,000 compounds, 2% hits. AID 1918;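 active = signal ratio slope over the read window, or its plate-corrected B-score, at least 3 SD from the plate mean, either direction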;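 note: B-score of the F/F0 ratio slope over 7 to 12 s after thallium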
Target sequence (P48048 whole entry, looked up): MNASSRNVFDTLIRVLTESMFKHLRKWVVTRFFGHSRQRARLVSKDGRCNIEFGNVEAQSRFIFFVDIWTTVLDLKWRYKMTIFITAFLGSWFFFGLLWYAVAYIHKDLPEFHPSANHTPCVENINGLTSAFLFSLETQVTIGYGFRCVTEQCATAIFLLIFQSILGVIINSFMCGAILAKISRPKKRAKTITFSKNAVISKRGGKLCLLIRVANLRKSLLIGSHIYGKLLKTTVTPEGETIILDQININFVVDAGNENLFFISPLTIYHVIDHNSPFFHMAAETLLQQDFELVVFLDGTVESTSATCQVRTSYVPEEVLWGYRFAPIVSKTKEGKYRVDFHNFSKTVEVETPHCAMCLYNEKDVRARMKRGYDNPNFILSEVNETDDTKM
PPARg SRC-1 ag: PPARgamma-driven SRC-1 recruitment agonism | activation, % at 8 µM | P37231 | PPARgamma-SRC-1 coactivator recruitment biochemical assay | 200,000 compounds, 0.41% hits; in the data active = activation above about 19%;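 note: 0% = DMSO and 100% = reference agonist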
PPARg SRC3 recr: PPARgamma-driven SRC-3 recruitment agonism; activation, % at 8 µM; biochemical PPARgamma/SRC-3 coactivator recruitment assay; 200,000 compounds, 0.26% hits; P37231; in the data active = activation above about 23%;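 note: 0% = DMSO and 100% = reference agonist; some compounds past the cut are filed as inactive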
TR-FRET SRC-2 ct: TR-FRET artefact, counter-screen to PPARgamma/SRC-2 agonist assay. stronger effect = higher value. TR-FRET ratio at 8 µM. 200,000 compounds, 0.4% hits; in the data active = TR-FRET ratio above about 2000; note: inactives centre near 1500
PPARg SRC-2 ag: agonists of SRC-2 recruitment by human PPARgamma; PPARgamma LBD-SRC-2 recruitment, biochemical; activation, % at 8 µM; 200,000 compounds, 0.34% hits; AID 1032; in the data active = activation above about 22%;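 note: 0% = vehicle and 100% = reference agonist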
S1P3 antag: antagonists of human S1P3 receptor; Q99500; CHO S1P3 NFAT-BLA reporter, FRET fluorescence, antagonist mode; inhibition, % at 4.98 µM; 170,000 compounds, 0.27% hits; AID 485;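 active = inhibition above the plate cutoff, the mean inhibition of test wells on that plate plus 3 SD, cut at about 28% in these data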;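 note: cells challenged with S1P at its EC80 of 0.8 µM; blue over green emission ratio from cleaved BLA substrate after 4 h stimulation; 0% = S1P-stimulated wells and 100% = unstimulated DMSO-only wells; some compounds past the cut are filed as inactive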
G6PDH CS: inhibits Leuconostoc G6PDH, flagging false hits in G6PDH-based assays. AID 1020. inhibition, % at 5 µM. 200,000 compounds, 0.12% hits. Purified L. mesenteroides G6PDH, diaphorase/resazurin coupled fluorescence, 45 min; in the data active = inhibition above about 50%
Diaphorase inh: inhibits diaphorase or chemically oxidizes, flagging diaphorase assay artifacts; diaphorase resazurin-to-resorufin fluorescence, NADH, 16 min; bacterial (C. kluyveri) enzyme, not human; inhibition, % at 20 µM; AID 1217; 190,000 compounds, 0.69% hits;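 active = primary screen inhibition at 20 µM above a set limit, cut at about 50% in these data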;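 note: plate controls were DMSO with full reaction for no effect and wells lacking NADH for full effect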
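System: Bacterial diaphorase enzyme (C. kluyveri) | Incubation: 16-min room-temperature incubation before reading | Benchmarks: No-NADH positive control and DMSO neutral control | Measured by: Resorufin fluorescence 544/590 nm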
PMI act: activators of human phosphomannose isomerase | P34949 | purified human PMI, coupled resazurin fluorescence, 20 min; stronger effect = higher value; 1 = vehicle control, 0 substrate-free wells | activation factor at 20 µM | 190,000 compounds, 0.005% hits;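 active = activation factor of 2 or more at 20 µM, relative to plate controls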
Target sequence (P34949 whole entry, looked up): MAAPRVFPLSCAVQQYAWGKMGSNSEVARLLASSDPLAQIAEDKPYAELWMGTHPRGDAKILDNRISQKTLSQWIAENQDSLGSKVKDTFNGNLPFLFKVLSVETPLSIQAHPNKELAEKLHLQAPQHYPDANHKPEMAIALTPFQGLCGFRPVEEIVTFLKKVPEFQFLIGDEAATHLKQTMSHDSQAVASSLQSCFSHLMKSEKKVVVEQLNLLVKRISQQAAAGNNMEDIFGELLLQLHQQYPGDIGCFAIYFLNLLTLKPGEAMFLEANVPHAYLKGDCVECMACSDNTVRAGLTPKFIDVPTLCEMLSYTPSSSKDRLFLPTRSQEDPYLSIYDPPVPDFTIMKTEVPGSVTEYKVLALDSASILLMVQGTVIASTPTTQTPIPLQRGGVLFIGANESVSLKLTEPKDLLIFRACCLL
PMI act satM6P: PMI (human) activation, high substrate; P34949; coupled PMI enzyme assay, resazurin fluorescence, 20 min; stronger effect = higher value; 1 = untreated enzyme, 0 = substrate-free blank; activation factor at 20 µM; 190,000 compounds, 0.34% hits;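 active = activation factor of 2 or more at 20 µM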
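Test system: human phosphomannose isomerase with PGI, G6PDH, diaphorase coupling enzymes / Doses: 20 µM compound, 1% DMSO / Times: enzyme reaction with compound 20 min at room temperature / Measured by: Diaphorase-driven resazurin-to-resorufin fluorescence, excitation 544, emission 590 nm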
Diaph act CS: counter-screen for diaphorase-based assays: diaphorase activators and chemical reducers | AID 1229 | 190,000 compounds, 0.005% hits | activation factor at 20 µM | Diaphorase/resazurin coupled assay, resorufin fluorescence, 16 min; stronger effect = higher value; 1 = vehicle wells, 0 = NADH-free wells;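 active = diaphorase activity raised at least twofold by the compound at 20 µM; inactive = activation factor below 2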
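Test system: Clostridium kluyveri diaphorase, purified enzyme; input: enzyme 0.07 U/mL final; buffer or medium: 50 mM HEPES pH 7.4 with 4.542 mM MgCl2, 0.005% Tween 20; also added: 0.114 mM NADH and 0.1 mM resazurin, final amounts; schedule: 16 min enzyme reaction, ambient temperature; technique: fluorescence of resorufin, 544 nm excitation, 590 nm emission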
Active calls of the source: *; / = no result given.

Preview, 2 compounds:
The line under a structure holds: Diaphorase inh, PPARg SRC3 recr, PMI act, Diaph act CS, S1P3 antag, TR-FRET SRC-2 ct, G6PDH CS, PPARg SRC-2 ag, ROMK primary, PPARg SRC-1 ag, PMI act satM6P
- CCOC(=O)c1ccc(NC(=S)Nc2ccc(Cl)cn2)cc1
→ 0, 3, 1, 1, -1, 1538, 2, -4, 1.6, 8, 1
- c1ccc(SCc2cc(-c3ccccc3)no2)cc1
→ 13, 4, 0.9, 0.9, -14, 1559, 6, 3, 0.92, 8, 0.9

The list itself (from the top)
The line under a structure holds: Diaphorase inh, PPARg SRC3 recr, PMI act, Diaph act CS, S1P3 antag, TR-FRET SRC-2 ct, G6PDH CS, PPARg SRC-2 ag, ROMK primary, PPARg SRC-1 ag, PMI act satM6P
- CCOC(=O)c1ccc(NC(=S)Nc2ccc(Cl)cn2)cc1
→ 0, 3, 1, 1, -1, 1538, 2, -4, 1.6, 8, 1
- c1ccc(SCc2cc(-c3ccccc3)no2)cc1
→ 13, 4, 0.9, 0.9, -14, 1559, 6, 3, 0.92, 8, 0.9
- COc1ccc(N(CC(=O)NCc2ccccn2)S(=O)(=O)c2ccccc2[N+](=O)[O-])c(OC)c1
→ 20, -4, 0.9, 0.8, -17, 1561, 5, 5, 0.058, 4, 0.9
- CCOC(=O)C1=C(C)NC(=S)NC1c1cc(C)sc1C (centres undefined)
→ -6, 2, 0.8, 1.1, 2, 1439, -2, 7, -0.17, 8, 0.8
- CCc1cc2c(=O)n(Cc3ccco3)c(SCC(=O)N3CCCc4ccccc43)nc2s1
→ 35, -16, 0.9, 0.6, -38, 1425, 5, -6, -1.8, 0, 0.8
- CCOC(=O)c1ccc(NC(=O)COc2ccc(-n3cnnn3)cc2)cc1
→ -4, 5, 1, 1, -2, 1346, -49, 2, 1.4, -9, 1.1
- O=C(CCCN1C(=O)c2ccccc2C1=O)Nc1ccc(Br)cn1
→ 12, -4, 0.9, 0.9, -22, 1495, -3, -3, 0.35, -4, 0.9
- Cc1ccc(C2/C(=C(/O)c3ccccc3)C(=O)C(=O)N2CCN2CCOCC2)o1 (centres undefined)
→ 17, -10, 1.2, 0.8, 1, 1512, 7, 3, /, 10, 1.2
- CC(C)Sc1cc(N2CCCC2)nc(-c2ccccc2Cl)n1
→ 11, 3, 1.1, 0.9, -9, 1706, 4, 8, 0.62, 5, 1
- O/N=C(/Cc1ccccn1)c1ccccc1
→ 7, 1, 0.9, 0.9, -17, 1485, 3, -8, /, 3, 1
- COc1ccc(CN2CCN(C(=O)c3cc(-c4cccnc4)nc4ccc(Cl)cc34)CC2)c(OC)c1OC
→ 16, -1, 0.9, 0.8, -2, 1450, 15, -2, 1.3, -6, 0.9
- N#C/C(=C\Nc1ccccc1O)c1nc2ccccc2o1
→ 12, 6, 0.9, 0.9, 0, 1711, -25, 2, -0.21, 9, 1
- Cc1ccc(-c2nsc(SCC(=O)NCC3CCCO3)n2)cc1 (centres undefined)
→ 4, -1, 1.1, 1, 0, 1444, 1, -7, 2.6, -3, 1
- CCOC(=O)C(CC(C)C)CP(=O)(O)CNC(=O)OCc1ccccc1 (centres undefined)
→ 4, -1, 1.2, 1, 8, 1647, 6, 7, 0.033, 7, 1.1
- CC(=O)c1cccc(NC(=O)C(=O)Nc2cccc3ccccc23)c1
→ 6, 8, 1, 0.9, 10, 1585, 6, 11, 0.38, 2, 1.1
- CCNC(=O)C12CCC(C)(C(=O)O1)C2(C)C (centres undefined)
→ 2, 5, 1, 1, -12, 1490, -4, 7, 0.31, -4, 1
- Fc1ccc(-n2[nH]nnc2=S)cc1N1CCCC1
→ 42, -6, 1.1, 0.6, /, 1610, 8, -1, 0.23, -10, 1.1
- CCOC(=O)/C(C#N)=C/c1cn(CCC(=O)O)nc1-c1ccc(OC)cc1
→ 9, 1, 1, 0.9, -13, 1682, -3, 4, 0.39, 2, 1
- Cc1sc(NC(=S)NC(=O)CCc2ccccc2)c(C(N)=O)c1C
→ 12, -3, 0.8, 0.9, 1, 1551, 12, 3, 1.3, 1, 1
- CCCN(CC1CC1)C(=S)NC(=O)C1CC1
→ 5, -3, 1.1, 0.9, -12, 1581, 3, 7, 0.93, -5, 1
- Fc1cc(F)c2nc(N3CCCC3)sc2c1
→ 10, 5, 1, 0.9, 2, 1506, 4, 0, /, 8, 1
- Cc1cc(NO)c(C(C)C)cc1N=O
→ 6, -6, 0.9, 0.9, -16, 1406, 2, 1, /, 2, 1
- CCCNC(=S)N1CCC(n2cnc3ccccc32)CC1
→ 14, -5, 0.9, 0.9, 12, 1603, 9, -4, 0.013, -6, 1
- COC(/C=C/Nc1ccc(C)cc1)=C(C#N)C#N
→ 21, 4, 0.9, 0.8, /, 1713, -3, -5, /, 4, 0.9
- CCn1ncc(/C=N\NC(=O)c2cc(-c3ccc(C)cc3C)nc3ccccc23)c1C
→ 17, -1, 0.9, 0.8, /, 1598, 4, 3, 2.1, 0, 0.9
- NC(=O)COC(=O)c1cccnc1Nc1ccccc1F
→ -4, -5, 1.1, 1, 1, 1401, 6, -10, -0.11, 2, 1.1
- CN(C)S(=O)(=O)c1ccc(C(=O)NNc2nc(-c3ccccc3)c3cc(Br)ccc3n2)cc1
→ 18, 3, 0.9, 0.8, 6, 1620, -1, 4, -0.37, 5, 0.9
- C=CCn1c(SCC(=O)Nc2c(C)n(C)n(-c3ccccc3)c2=O)nc2scc(-c3ccccc3)c2c1=O
→ 6, -5, 1, 0.9, /, 1555, 0, 7, -0.33, 3, 1
- O=S(=O)(Nc1nccs1)c1ccc(Nc2nnc(-c3ccccc3)c3ccccc23)cc1
→ -12, 0, 0.9, 1.1, -5, 1497, -14, -8, /, -11, 1
- O=C1CN(C(=O)COC(=O)CNC(=O)c2ccc(Br)o2)c2ccccc2N1
→ -3, -7, 1.1, 1, -11, 1626, 7, 11, -0.2, 2, 1.1
- CCN(C(=O)CSc1nnnn1-c1ccccc1)c1c(N)n(Cc2ccccc2)c(=O)[nH]c1=O
→ 6, -1, 0.9, 0.9, -11, 1728, 11, 5, /, 0, 1
- COc1ccc(CC(NC(C)=O)C(=O)NC2CCN(c3nnnn3-c3ccccc3)CC2)cc1OC (centres undefined)
→ /, 4, /, /, -2, 1485, 8, 6, 0.019, 6, /
- COc1ccccc1CNC(=O)C(C)Sc1ccsc1[N+](=O)[O-] (centres undefined)
→ 20, 0, 1, 0.8, 1, 1698, 0, 8, 1.7, 3, 0.9
- COc1cccc(CNC(=O)C2CCN(S(=O)(=O)N3CCCC3)CC2)c1
→ 13, 2, 0.9, 0.9, 8, 1569, 3, 6, -0.57, 9, 0.9
- CC(C)Cn1c(N)c(C(=O)NCC2CCCO2)c2nc3ccccc3nc21 (centres undefined)
→ 24, 1, 0.8, 0.8, -28, 1862, 35, 3, -0.56, 5, 0.4
- Cc1ccsc1C(=O)OCC(=O)Nc1c(Cl)cccc1C(F)(F)F
→ 4, 0, 1, 1, -3, 1665, -2, 4, 0.08, 0, 1
- CC(C)C[C@H](NC(=O)c1nc[nH]c1C(=O)NCCCCCNC(=O)OC(C)(C)C)C(=O)OCc1ccccc1
→ 44, 1, 0.7, 0.6, -13, 1591, 17, 14, /, 7, 0.7
- CCc1ccc(-c2nc(CN3CCC(C(=O)NCc4ccc(F)cc4)CC3)c(C)o2)cc1
→ -12, -10, 1, 1.1, 26, 1562, 3, -4, /, -2, 1
- Cc1ccccc1NCC(=O)N/N=C/c1c(C)c(C(=O)c2ccc(Cl)cc2)n2ccccc12
→ 16, 4, 0.7, 0.8, -2, 1561, 15, 2, -0.29, 2, 0.8
- Cc1ccccc1C1CCCN(Cc2nc(CC3CC3)no2)C1 (centres undefined)
→ 0, 2, 1, 1, -10, 1543, 4, 2, 0.16, 2, 1
- Cc1ccc(NC(=O)CSC2=C(C#N)C(c3ccco3)C3=C(CC(C)(C)CC3=O)N2)cc1 (centres undefined)
→ 35, 10, 0.9, 0.6, 34, 1530, 4, 4, /, 5, 1
- Cn1cc([N+](=O)[O-])c(C(=O)Nc2cnn(Cc3ccc(F)cc3)c2)n1
→ 8, 0, 1, 0.9, -12, 1328, -1, 0, 0.27, 1, 0.9

Taken from the entries so far, 12 compounds:
The line under a structure holds: Diaphorase inh, PPARg SRC3 recr, PMI act, Diaph act CS, S1P3 antag, TR-FRET SRC-2 ct, G6PDH CS, PPARg SRC-2 ag, ROMK primary, PPARg SRC-1 ag, PMI act satM6P
- Cc1cc(NO)c(C(C)C)cc1N=O
→ 6, -6, 0.9, 0.9, -16, 1406, 2, 1, /, 2, 1
- CCCNC(=S)N1CCC(n2cnc3ccccc32)CC1
→ 14, -5, 0.9, 0.9, 12, 1603, 9, -4, 0.013, -6, 1
- COC(/C=C/Nc1ccc(C)cc1)=C(C#N)C#N
→ 21, 4, 0.9, 0.8, /, 1713, -3, -5, /, 4, 0.9
- CCn1ncc(/C=N\NC(=O)c2cc(-c3ccc(C)cc3C)nc3ccccc23)c1C
→ 17, -1, 0.9, 0.8, /, 1598, 4, 3, 2.1, 0, 0.9
- NC(=O)COC(=O)c1cccnc1Nc1ccccc1F
→ -4, -5, 1.1, 1, 1, 1401, 6, -10, -0.11, 2, 1.1
- CN(C)S(=O)(=O)c1ccc(C(=O)NNc2nc(-c3ccccc3)c3cc(Br)ccc3n2)cc1
→ 18, 3, 0.9, 0.8, 6, 1620, -1, 4, -0.37, 5, 0.9
- C=CCn1c(SCC(=O)Nc2c(C)n(C)n(-c3ccccc3)c2=O)nc2scc(-c3ccccc3)c2c1=O
→ 6, -5, 1, 0.9, /, 1555, 0, 7, -0.33, 3, 1
- O=S(=O)(Nc1nccs1)c1ccc(Nc2nnc(-c3ccccc3)c3ccccc23)cc1
→ -12, 0, 0.9, 1.1, -5, 1497, -14, -8, /, -11, 1
- O=C1CN(C(=O)COC(=O)CNC(=O)c2ccc(Br)o2)c2ccccc2N1
→ -3, -7, 1.1, 1, -11, 1626, 7, 11, -0.2, 2, 1.1
- CCN(C(=O)CSc1nnnn1-c1ccccc1)c1c(N)n(Cc2ccccc2)c(=O)[nH]c1=O
→ 6, -1, 0.9, 0.9, -11, 1728, 11, 5, /, 0, 1
- COc1ccc(CC(NC(C)=O)C(=O)NC2CCN(c3nnnn3-c3ccccc3)CC2)cc1OC (centres undefined)
→ /, 4, /, /, -2, 1485, 8, 6, 0.019, 6, /
- COc1ccccc1CNC(=O)C(C)Sc1ccsc1[N+](=O)[O-] (centres undefined)
→ 20, 0, 1, 0.8, 1, 1698, 0, 8, 1.7, 3, 0.9
